Source: PubChem BioAssay (NMMLSC)
RGS7-Gao – modulates binding of RGS7 to human Galphao; P09471; Multiplexed bead flow cytometry; actives lie on both sides; binding response (% of control), % at 10 µM; actives 0.35% (n = 220,000); AID 1439; in the data active means binding response below about 49% or above about 150%;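 further: fluorescent Galphao held in activated GDP-AlF4 state binding bead-coupled RGS7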
RGS8-Gao reg – modulates binding of RGS8 to human Galphao. P09471. multiplexed bead flow cytometry; actives lie on both sides. response (percent of control binding), % at 10 µM. actives 0.34% (n = 220,000); in the data active means response below about 60% or above about 140%; inactive means in between;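 further: Galphao activated as the GDP aluminium fluoride complex binding bead-coupled RGS8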
ABCB1 inh – human ABCB1 inhibition, ABCG2 as counter-screen. inhibition, % at 6.6 µM. CCRF-Adr cells, JC-1 efflux, flow cytometry. actives 0.067% (n = 190,000); in the data active means inhibition above about 40%;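 further: 0% = vehicle and 100% = reference inhibitor; higher value means more JC-1 retained so stronger ABCB1 efflux block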
Bim-Bcl-B – human Bim-Bcl-B interaction inhibition; Q9HD36; inhibition, % at 10 µM; AID 951; actives 0.073% (n = 190,000); bead-based flow cytometry, Bim peptide-Bcl-B binding;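 further: 0% = tracer peptide without compound and 100% = reference inhibitor peptide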
Target sequence (Q9HD36 whole entry, looked up): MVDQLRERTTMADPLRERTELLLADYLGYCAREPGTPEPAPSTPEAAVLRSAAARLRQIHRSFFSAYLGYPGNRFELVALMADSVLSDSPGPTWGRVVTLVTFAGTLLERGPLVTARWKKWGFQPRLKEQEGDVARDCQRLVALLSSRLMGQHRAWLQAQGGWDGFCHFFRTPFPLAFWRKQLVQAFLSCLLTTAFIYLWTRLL
Bim-Bcl-2 – disrupts Bim peptide binding to human Bcl-2; P10415; Bead-based flow cytometry, Bim peptide-Bcl-2 binding; inhibition, % at 10 µM; actives 0.06% (n = 190,000); AID 950; in the data active means inhibition above about 40%;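 further: 0% = no compound wells with probe peptide and 100% = reference peptide inhibitor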
Target sequence (P10415 whole entry, looked up): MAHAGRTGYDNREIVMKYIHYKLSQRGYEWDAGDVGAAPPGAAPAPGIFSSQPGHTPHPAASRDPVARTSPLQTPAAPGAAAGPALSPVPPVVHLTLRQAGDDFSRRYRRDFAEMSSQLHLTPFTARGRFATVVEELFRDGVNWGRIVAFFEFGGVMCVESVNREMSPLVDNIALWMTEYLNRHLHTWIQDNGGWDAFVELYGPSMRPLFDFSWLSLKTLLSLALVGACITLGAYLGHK
RGS4-Gao reg – human RGS4-Galphao interaction regulation; P09471; Multiplexed bead flow cytometry, RGS4-Galphao binding; actives lie on both sides; binding response (% of control), % at 10 µM; actives 0.33% (n = 220,000); in the data active means binding response below about 49% or above about 150%; inactive means in between;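 further: fluorescent Galphao activated with aluminum fluoride binding bead-coupled RGS4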
Bcl-XL Bim block – disrupts Bim peptide binding to human Bcl-XL | AID 1007 | bead flow cytometry, fluorescence | Q07817 | actives 0.04% (n = 190,000) | inhibition, % at 10 µM
Target sequence (Q07817 whole entry, looked up): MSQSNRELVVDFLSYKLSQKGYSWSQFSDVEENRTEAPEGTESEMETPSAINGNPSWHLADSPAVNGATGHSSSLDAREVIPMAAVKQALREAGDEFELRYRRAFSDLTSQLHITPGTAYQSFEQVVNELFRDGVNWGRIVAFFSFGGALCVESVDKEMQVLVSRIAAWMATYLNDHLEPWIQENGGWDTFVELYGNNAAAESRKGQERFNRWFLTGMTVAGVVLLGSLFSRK
Bim-Bcl-W – disrupts Bim peptide binding to human Bcl-W; actives 0.02% (n = 190,000); Q92843; inhibition, % at 10 µM; AID 952; bead-based flow cytometry;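 further: 0% = bound tracer without compound and 100% = peptide blocker; higher means less fluorescent Bim peptide bound to Bcl-W beads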
Target sequence (Q92843 whole entry, looked up): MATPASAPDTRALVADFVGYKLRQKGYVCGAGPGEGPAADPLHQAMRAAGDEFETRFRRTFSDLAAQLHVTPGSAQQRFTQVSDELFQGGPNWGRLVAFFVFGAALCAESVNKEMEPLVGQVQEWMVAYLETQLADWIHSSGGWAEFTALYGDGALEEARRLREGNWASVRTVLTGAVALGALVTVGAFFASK
Bim-Bfl-1 – human Bim-Bfl-1 interaction inhibition. Q16548. Bead-based flow cytometry, Bim-Bfl-1 binding inhibition. inhibition, % at 10 µM. actives 0.12% (n = 190,000). AID 1008;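 further: 0% = wells without compound plus tracer and 100% = blocker peptide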
ABCG2 block – human ABCG2 inhibition, ABCB1 as counter-screen; AID 1325; actives 0.1% (n = 190,000); IgMXP3 cells, JC-1 efflux, flow cytometry; Q9UNQ0; inhibition, % at 6.6 µM;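 active means inhibition above 80%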;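 further: 0% = DMSO and 100% = nicardipine control wells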
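Incubation: cells with compound and JC-1, 10 min at 25 °C, rotating, no wash / Test system: IgMXP3 (ABCG2) plus far-red-tagged CCRF-Adr (ABCB1) cells / Compound dosing: one concentration, 6.6 µM final / Also added: JC-1 fluorescent substrate / Evaluation: efflux inhibition in percent versus controls / Detection: flow cytometry, 530 nm JC-1 signal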
GSH bead fluor – compound fluoresces at 488/530 nm on GSH beads; GSH beads flow cytometry, compound fluorescence 488/530 nm; stronger effect = higher value; fluorescence (KMESF) at 10 µM; actives 0.25% (n = 190,000); AID 1776; in the data active means fluorescence above about 89;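 further: glutathione beads carrying GST-tagged Bcl family fusion proteins plus one bare bead set; values are compound well signal with DMSO vehicle wells as background; inactives centre near 16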
The depositor's hits bear a star; [ ] = dose if it differs, or a comment. Unless noted, no stated cut-off is given here; in the data, active means inhibition above about 40%.

SMILES	RGS7-Gao	RGS8-Gao reg	ABCB1 inh	Bim-Bcl-B	Bim-Bcl-2	RGS4-Gao reg	Bcl-XL Bim block	Bim-Bcl-W	Bim-Bfl-1	ABCG2 block	GSH bead fluor
O=C(NCCOc1ccccc1)C(=O)NCC1CCCO1 (stereo not drawn)	122.7	103.7	0.5	0.0	0.0	103.9	0.0	-3.0	2.0	1.2	11
Cc1c(C(=O)N/N=C/c2ccc(N3CCOCC3)cc2)nc2ccccn12	99.1	99.0	0.8	1.0	2.0	104.0	-2.0	0.0	-1.0	3.6	15
Cc1nc(NC(=O)CCCC(=O)Nc2nc(C)c(C)s2)sc1C	93.2	98.3	-0.2	1.0	0.0	94.6	-3.0	-1.0	-2.0	0.8	31
O=C(COc1ccc2c(c1)CCC2)N1CCN(c2cccc(C(F)(F)F)c2)CC1	103.8	104.1	0.2	-8.0	-7.0	95.8	-6.0	0.0	-16.0	-5.3	9
CCC(C)(C)n1nnnc1C(c1cc2cc3c(cc2[nH]c1=O)OCO3)N1CCCCC1 (stereo not drawn)	103.5	100.6	0.2	-1.0	-2.0	97.8	-1.0	-2.0	0.0	0.1	18
O=C(O)c1cnc(-c2ccccc2)nc1Sc1ccccc1	109.3	101.8	-0.1	-6.0	-4.0	105.7	-1.0	0.0	-8.0	-0.5	15
CCc1ccc(CNC(=O)C2CC(=O)N(CCc3ccc(C)cc3)C2)cc1 (stereo not drawn)	100.7	98.9	0.9	-5.0	-2.0	101.8	-9.0	5.0	-11.0	4.0	40
CCOC(=O)c1ccc(NC(=O)C(C)N2C(=O)c3ccccc3C2=O)cc1 (stereo not drawn)	97.1	97.6	0.6	-3.0	-4.0	95.0	-4.0	1.0	-8.0	2.0	7
COc1ccc(-c2c(C(C)=O)c(C)nc3sc4c(=O)n(-c5ccc(C)cc5)nnc4c23)cc1	94.5	98.2	1.1	-1.0	-1.0	98.4	-5.0	-3.0	-2.0	3.1	20
Cc1onc(-c2ccccc2)c1C(=O)Nc1cccnc1	108.4	107.3	0.4	-7.0	-8.0	108.2	-5.0	0.0	-10.0	1.4	15
CC(C)Cn1c(=O)c(C(=O)Nc2cnccn2)c(O)c2ccccc21	98.3	100.4	-0.1	-4.0	0.0	98.7	-4.0	1.0	-12.0	0.2	23
COc1ccccc1/C=C/C(=O)OCC(=O)NCc1ccco1	93.6	101.2	0.3	-6.0	-9.0	95.5	-7.0	-2.0	-15.0	14.2	11
CC1=NN(c2ccccc2)C(=O)/C1=C\c1cc(C)n(-c2ccccc2)c1C	99.1	99.2	1.1	-9.0	-5.0	98.4	-10.0	-2.0	-10.0	13.2	20
CC(Oc1ccc(Cl)cc1Cl)c1ccn[nH]1 (stereo not drawn)	94.5	97.2	0.0	0.0	-1.0	96.6	-3.0	-1.0	-1.0	-0.2	11
Cc1cc(Cl)ccc1OC(C)C(=O)N1CCCN(C(=O)C(C)Oc2ccc(Cl)cc2C)CC1 (stereo not drawn)	94.0	95.7	5.6	-10.0	-11.0	94.1	4.0	-1.0	-10.0	11.5	31
Cc1ccc(Oc2cc(C#N)c(C#N)cc2-n2nnc3ccccc32)cc1C	91.7	99.1	-0.1	-7.0	-8.0	95.4	-3.0	-1.0	-9.0	0.9	12
COc1ccc(-c2cc(C(F)(F)F)nc(SCCC(=O)N3CCN4CCCC4C3)n2)cc1 (stereo not drawn)	100.9	100.2	0.8	1.0	1.0	98.5	-1.0	-5.0	-1.0	4.1	12
CCCOC(=O)/C=C/c1c(C)[nH]c(=O)[nH]c1=O	93.7	94.0	0.5	10.0	5.0	96.0	11.0	9.0	6.0	6.2	15
O=C(OC1CCCCC1=O)c1ccc(S(=O)(=O)Nc2ccccc2)cc1 (stereo not drawn)	106.9	100.9	0.7	0.0	0.0	106.1	-3.0	0.0	-3.0	2.4	11
O=C(O)CNC(=S)N(Cc1ccco1)Cc1ccccc1Cl	101.4	100.9	-0.2	-16.0	-2.0	102.5	-8.0	-3.0	0.0	-1.2	13
CC(C)[C@H](NC(=O)c1ccccc1)C(=O)N1CCc2ccccc21	99.7	100.0	0.9	-8.0	-8.0	100.6	-7.0	-3.0	-15.0	1.3	17
COc1ccc(C2Nc3ccccc3C(=O)N2Cc2ccccc2)cc1CSc1ccccn1 (stereo not drawn)	99.2	100.8	1.7	1.0	-1.0	101.1	2.0	-1.0	0.0	4.4	13
Cc1nnc(SCC(=O)Nc2cccc(S(=O)(=O)N(C)c3ccccc3)c2)s1	105.9	115.0	-0.1	4.0	8.0	101.7	5.0	6.0	8.0	5.3	9
COc1ccc(OC)c(C=Nc2ccccc2-c2nc3ccccc3[nH]2)c1	100.8	99.7	1.1	-4.0	0.0	102.5	-3.0	0.0	-1.0	20.0	11
CCN(CC)c1nc(Nc2ccccc2)nc(Oc2ccc(C(=O)OC)cc2)n1	101.5	102.5	1.1	4.0	0.0	101.3	1.0	1.0	1.0	5.2	16
Cn1cnnc1SCC(=O)Nc1ccccc1	102.0	101.1	-1.5	-6.0	-6.0	103.6	-4.0	0.0	-10.0	-3.0	17
CC(C)(C)C(=O)Nc1cccc2[nH]ncc12	98.8	102.0	-0.2	-4.0	-1.0	97.1	-3.0	-2.0	-4.0	-0.6	14
COC(=O)c1cc(C(=O)OC)cc(-n2c(C)cc(C(=O)CC#N)c2C)c1	97.0	94.2	0.0	-2.0	6.0	97.2	0.0	-3.0	0.0	5.1	26
COC(CNC(=O)c1ccc(Cn2c(=S)[nH]c3cc4c(cc3c2=O)OCO4)cc1)OC	103.2	98.8	0.0	-9.0	-3.0	99.2	-9.0	-2.0	-9.0	-2.3	29
C(=N\n1cnnc1)/c1cccs1	101.7	102.0	0.0	-8.0	-5.0	101.5	-4.0	0.0	-11.0	0.2	48
CN(Cc1ccc(F)cc1)C(=O)c1ccc2c(c1)NC(=O)CS2	170.6*[activator]	98.6	0.2	-4.0	-5.0	116.3	-3.0	-2.0	-7.0	2.0	24
COc1ccc(-c2cc(N3C(=O)Nc4ccccc4N3O)n[nH]2)cc1	100.2	103.0	-0.3	-4.0	-6.0	104.0	-7.0	-5.0	-4.0	-4.4	10
CCOC(=O)c1ccc(N(C(=O)c2cnccn2)C(C(=O)NC2CCCCC2)c2cn(C)nc2C)cc1 (stereo not drawn)	95.3	87.0	-0.2	0.0	0.0	97.0	2.0	0.0	0.0	-0.8	14
CC1(C(=O)NC2CCCC2)CCC(=O)N1Cc1ccccc1Cl (stereo not drawn)	95.0	99.7	-0.2	-8.0	-3.0	95.4	-3.0	1.0	-13.0	4.9	34
COc1ccc(C2C(Oc3ccccc3C)C(=O)N2Cc2ccc(F)cc2)cc1OC (stereo not drawn)	100.9	99.1	1.9	-5.0	-4.0	99.6	-1.0	-4.0	-2.0	4.9	17
Cc1ccc(S(=O)(=O)N2CCCC(C(=O)NCc3ccco3)C2)cc1Cl (stereo not drawn)	102.2	101.1	0.0	-6.0	-2.0	101.3	-5.0	-4.0	0.0	-1.0	14
CC1CN(C2CCN(C(=O)c3cccc(Cl)c3)CC2)CC(C)O1 (stereo not drawn)	106.5	108.3	0.1	-1.0	-6.0	108.8	-2.0	-2.0	-2.0	0.3	16
CCOC(=O)Cc1nn2c(=O)cc(C)nc2s1	104.0	98.7	0.2	-10.0	-4.0	100.8	-1.0	2.0	-7.0	-0.2	24
CC1CCCCC1NC(=O)C1Cc2ccccc2CN1S(C)(=O)=O (stereo not drawn)	98.4	100.9	0.8	-7.0	-6.0	101.2	-6.0	-2.0	-19.0	-0.5	34
COc1ccc(-n2c(SCC(=O)NNC(=O)c3ccc(C)cc3)nnc2-c2ccncc2)cc1	98.3	112.8	0.3	0.0	1.0	99.2	-3.0	-1.0	0.0	2.9	14

Entries of single compounds as entered above. Order of screens: RGS7-Gao, RGS8-Gao reg, ABCB1 inh, Bim-Bcl-B, Bim-Bcl-2, RGS4-Gao reg, Bcl-XL Bim block, Bim-Bcl-W, Bim-Bfl-1, ABCG2 block, GSH bead fluor
CC(C)(C)C(=O)Nc1cccc2[nH]ncc12 in the list: 98.8, 102.0, -0.2, -4.0, -1.0, 97.1, -3.0, -2.0, -4.0, -0.6, 14
Cc1ccc(S(=O)(=O)N2CCCC(C(=O)NCc3ccco3)C2)cc1Cl (stereo not drawn) in the list: 102.2, 101.1, 0.0, -6.0, -2.0, 101.3, -5.0, -4.0, 0.0, -1.0, 14
COc1ccc(-c2cc(N3C(=O)Nc4ccccc4N3O)n[nH]2)cc1 in the list: 100.2, 103.0, -0.3, -4.0, -6.0, 104.0, -7.0, -5.0, -4.0, -4.4, 10
CCOC(=O)Cc1nn2c(=O)cc(C)nc2s1 in the list: 104.0, 98.7, 0.2, -10.0, -4.0, 100.8, -1.0, 2.0, -7.0, -0.2, 24

Other entries follow:
SMILES	RGS7-Gao	RGS8-Gao reg	ABCB1 inh	Bim-Bcl-B	Bim-Bcl-2	RGS4-Gao reg	Bcl-XL Bim block	Bim-Bcl-W	Bim-Bfl-1	ABCG2 block	GSH bead fluor
COc1ccc(-c2nn(-c3ccccc3)cc2C(=O)Nc2nccs2)cc1OC	102.3	75.0	3.4	-7.0	-9.0	90.3	-2.0	-1.0	-3.0	3.5	17
CCOc1ccc(NC(=O)CN2CCN(C3c4ccccc4-c4ccccc43)CC2)cc1	101.4	119.4	1.0	-6.0	13.0	95.6	-8.0	-7.0	-5.0	1.6	17
Cc1ccc2nc(C3CCCN(C(=S)Nc4cccc(C)c4C)C3)[nH]c2c1 (stereo not drawn)	89.4	96.3	0.4	-2.0	-2.0	91.0	0.0	-1.0	-2.0	6.3	29
COC(=O)NCc1ccc(Cl)c(Cl)c1	107.2	103.7	0.0	-6.0	-12.0	106.4	-7.0	-1.0	-9.0	0.1	9
CCn1nc(C)c(CNC(=O)Nc2ccc3c(c2)OCO3)c1C	92.4	103.9	0.4	-6.0	-6.0	99.3	-1.0	0.0	-7.0	2.0	15
CC1CC(C)CN(c2nc3c(c(=O)n(C)c(=O)n3C)n2C)C1 (stereo not drawn)	94.3	98.7	2.0	-4.0	-1.0	96.8	-1.0	0.0	-2.0	11.4	17
C/C(=N/N=C(/N)SCc1ccccc1)C(C)(C)C	100.5	101.5	1.2	0.0	1.0	104.7	-3.0	-1.0	0.0	3.9	14
CC(C)c1ccc2[nH]c3c(c2c1)CCCC3=O	91.1	93.7	0.5	-2.0	1.0	89.1	-13.0	-9.0	-1.0	2.1	9
COc1cc(C2NCC(c3ccc(Cl)cc3Cl)c3c2[nH]c2ccccc32)cc(OC)c1OC (stereo not drawn)	102.4	104.0	8.5	-7.0	0.0	102.7	-5.0	-2.0	-2.0	2.7	5
CCOC(=O)c1[nH]c2ccccc2c1NC(=O)Nc1ccc(OC)cc1	98.3	101.8	-0.3	-8.0	-9.0	101.5	-5.0	0.0	-13.0	11.3	35
CSc1nc(C)cc(OCC(=O)N2CCOCC2)n1	107.1	92.5	0.1	-7.0	-7.0	89.9	-3.0	1.0	-8.0	0.3	25
CCOC(=O)c1ccc2ncc(C(=O)OCC)c(NCCCN3CCOCC3)c2c1	99.7	99.0	6.3	-5.0	-7.0	96.2	-4.0	-5.0	-3.0	10.4	16
